Screens from PubChem.
ALDH1A1 block = blocks purified human ALDH1A1 activity; P00352; Purified ALDH1A1, NADH fluorescence, propionaldehyde substrate; Potency, µM (titrated, usually from 75.3 µM), inactives show at the top dose activity, negative = inhibition, hits mostly inhibitors; hit rate 7.3% among 220,000; AID 1030; active = well fitted inhibition curve with a large enough effect, not every such curve was filed as active; inconclusive = small, poorly fitted or top-dose-only effect, or another doubt; inactive = no such curve, though single readings can be large or run the other way;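 note: plate controls were no enzyme wells and a reference inhibitor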
Target sequence (P00352 whole entry, looked up): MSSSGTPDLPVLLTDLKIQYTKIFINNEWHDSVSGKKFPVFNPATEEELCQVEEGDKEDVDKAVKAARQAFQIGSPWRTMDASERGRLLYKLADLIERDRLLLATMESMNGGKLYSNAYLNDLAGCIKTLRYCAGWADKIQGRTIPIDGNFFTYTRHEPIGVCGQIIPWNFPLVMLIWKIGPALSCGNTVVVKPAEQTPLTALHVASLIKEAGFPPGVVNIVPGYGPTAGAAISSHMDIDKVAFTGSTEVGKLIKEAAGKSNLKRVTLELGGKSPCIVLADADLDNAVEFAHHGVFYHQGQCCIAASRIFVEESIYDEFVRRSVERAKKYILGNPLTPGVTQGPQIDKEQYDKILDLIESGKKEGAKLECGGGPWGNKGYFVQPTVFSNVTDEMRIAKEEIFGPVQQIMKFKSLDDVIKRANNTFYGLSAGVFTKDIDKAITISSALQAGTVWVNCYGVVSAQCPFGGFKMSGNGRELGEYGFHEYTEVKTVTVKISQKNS
GAA inh = alpha-glucosidase (human) inhibition; Potency, µM (top dose mostly 76.9 µM), for inactives: at the top dose activity change, negative = inhibition, actives largely listed as inhibitors; hit rate 0.005% among 200,000; purified human GAA, 4-MU-alpha-glucoside fluorescence; P10253;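 note: plate controls were uninhibited enzyme wells for no effect and no-enzyme background for full effect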
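Compounds are titrated up to 77 uM against 4 nM human enzyme. Substrate 4-methylumbelliferyl-alpha-D-pyranoside (400 uM) reacts 20 min at room temperature in pH 5.0 buffer; liberated 4-methylumbelliferone is read at 440 nm.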
GLA spleen mod = inhibits or activates alpha-galactosidase in human spleen homogenate. human spleen homogenate, 4MU-alpha-Gal fluorescence, 40 min. Potency, µM (highest dose often 80 µM), without a hit: at the top dose activity change, negative = inhibition, actives largely listed as inhibitors. P06280. hit rate 0.008% among 240,000;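 note: 0% = enzyme with vehicle and -100% = no enzyme basal signal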
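Inhibition or activation of alpha-galactosidase in human spleen homogenate is scored by 4-MU fluorescence after 40 min at 37C, pH 5.0, with 1 mM substrate. AC50s come from concentration-response fitted to the Hill equation.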
aGlu spleen mod = inhibitors or activators of human alpha-glucosidase in spleen homogenate; AID 2112; P10253; Potency, µM (titrated, usually from 79.9 µM), for inactives: at the top dose activity change, negative = inhibition, hits mostly inhibitors; hit rate 0.006% among 240,000; human spleen homogenate, 4-MU-alpha-glucoside fluorescence;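 note: 0% = enzyme with vehicle and -100% = no enzyme basal signal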
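Compounds were titrated against alpha-glucosidase in spleen homogenate at pH 5.0, with 1 mM 4-methylumbelliferyl substrate for 40 min at 37 C. Reactions were quenched with pH 10 NaOH/glycine and fluorescence measured.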
GAA glycogen = inhibitors or activators of human alpha-glucosidase glycogen cleavage; P10253; recombinant GAA, glycogen substrate, Amplex Red glucose oxidase fluorescence; Potency, µM (top dose mostly 76.4 µM), for inactives: at the top dose activity change, negative = inhibition, actives largely listed as inhibitors; hit rate 0.38% among 300,000;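 note: 0% = full enzyme reaction and -100% = no-enzyme basal signal; the screen sought inhibitors and activators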
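Recombinant human enzyme (4 nM); glycogen substrate; 37 C, 40 min, pH 5.0. Readout: coupled glucose oxidase/Amplex Red fluorescence.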
Tau fluor counter = counter-screen for tau fibril formation inhibitors; tau K18 P301L (four-repeat tau fragment) Alexa594 fluorescence, heparin fibrillization; Potency, µM (highest dose often 57.7 µM), for the others: top-dose activity change, negative = decrease; hit rate 0.93% among 280,000; note: % is set by controls: 0 for no effect and ±100 for the full control effect; nearly all actives have a fitted effect of over 55% in size
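Human K18 P301L tau (15 uM unlabeled plus 0.24 uM Alexa 594-labeled, final) in 100 mM sodium acetate pH 7 was mixed with compound and 20 uM heparin and incubated 6 hr at 37 C.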
NPSR antagonist = antagonists of human neuropeptide S receptor cAMP signaling. AID 1461. Potency, µM (doses to about 38.3 µM), for the others: at the top dose activity change, negative = inhibition, hits mostly inhibitors. CHO-NPSR cells, cAMP TR-FRET, antagonist mode. Q6W5P4. hit rate 1% among 220,000; note: % is set by controls: 0 for no effect and ±100 for the full control effect; nearly all actives have a fitted effect of over 50% in size; many of its hits are not listed in these tables
Target sequence (Q6W5P4 whole entry, looked up): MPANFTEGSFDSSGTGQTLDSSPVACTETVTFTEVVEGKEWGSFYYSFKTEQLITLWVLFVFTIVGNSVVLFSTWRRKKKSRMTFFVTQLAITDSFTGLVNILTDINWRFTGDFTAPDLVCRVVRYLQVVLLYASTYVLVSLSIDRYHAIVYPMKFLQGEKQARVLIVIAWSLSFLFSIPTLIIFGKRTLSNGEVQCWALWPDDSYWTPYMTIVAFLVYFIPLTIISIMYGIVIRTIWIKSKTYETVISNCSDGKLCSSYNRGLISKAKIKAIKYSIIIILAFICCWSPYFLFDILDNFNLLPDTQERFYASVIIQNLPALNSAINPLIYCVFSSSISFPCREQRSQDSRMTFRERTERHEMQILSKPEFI
Epigenetic derep = epigenetic control regulation, reporter derepression. Potency, µM (doses to about 53.9 µM), without a hit: top-dose GFP activation, usual class: activators. murine LDR cells, GFP reporter derepression, 30 h. hit rate 0.2% among 280,000; note: % of control where 0% means no effect; nearly all actives have a fitted effect of over 60% in size
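Murine LDR cells carrying a silenced, genomically integrated CMV-driven GFP reporter were exposed to compound for 30 hours at 37 C. After PBS washes, GFP-positive cells (20–120 um objects) were counted by laser-scanning microplate cytometry.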
* marks the source's active call; other numbers are inactive results; ? = inconclusive; · = no result given; & = joins results of further samples; [ ] = another dose, or the depositor's remark. Unless noted, calls come from the whole dose curve; as a rule, active = well fitted curve in the direction sought with a large enough effect; inconclusive = small, poorly fitted or top-dose-only effect, or another doubt; inactive = no such curve, though single readings can be large; an effect the other way counts as inactive or inconclusive. Potency is the fitted concentration of half-maximal effect.

Molecule	ALDH1A1 block	GAA inh	GLA spleen mod	aGlu spleen mod	GAA glycogen	Tau fluor counter	NPSR antagonist	Epigenetic derep
Cc1ccc(C2(C)NC(=O)N(CC(=O)Nc3cccnc3Cl)C2=O)cc1 (stereo unspecified)	3.2µM*	-3%	-9%	·	3%	-14%	15%	-2.2%
O=C(Nc1cccc(Cl)c1)C1=Cc2cc(Cl)ccc2OC1	?	-3%	4%	-4%	-5%	?	?	0.7%
COc1ncccc1-c1nnn(-c2ccccc2)n1	-5%	·	-5%	3%	-12%	-2%	-26%	0.8%
COc1ccc(-n2c(C)cc(C(=O)CN3CCCCC3)c2C)cc1	-39%	6%	1%	5%	-1%	-3%	5%	-0.2%
CCCCN(C(=O)c1ccc(OC(F)(F)F)cc1)c1c(N)n(CCC)c(=O)[nH]c1=O	-1%	4%	0%	-16%	6%	6%	-5%	-5.1%
CCOc1ncccc1C(=O)Nc1ccccc1C(=O)NCc1ccc2c(c1)OCO2	167%[activator]	-7%	-5%	-1%	-13%	-20%	?	2.5%
O=C(Nc1ccc(Nc2ccccc2)cc1)c1ccco1	0%	-2%	15%	-29%	-23%	?	-16%[46.1 µM]	-1.0%
Cn1c(=O)n(C)c2cc([N+](=O)[O-])c(N3CCN(CCO)CC3)cc21	-2%	-5%	8%	-23%	-5%	4%	-2%	-0.7%
Cc1c(Br)c([N+](=O)[O-])nn1CC(=O)N(C)Cc1ccccc1	3%	6%	-1%	-2%	18%	-22%	4%	-4.2%
CC1(C)CC(N(Cc2ccc(F)cc2)C(=O)c2ccc(F)cc2)CCO1 (stereo unspecified)	·	·	4%	3%	3%	-9%	-4%	1.0%
CC(=O)c1cccc(NC(=O)C(C)OC(=O)CNC(=O)c2ccc(C)s2)c1 (stereo unspecified)	?	9%	-8%	-20%	2%	7%	6%	-0.5%
CCOc1cc(C2C(C(=O)OC(C)C)=C(C)N=C3SCCC(=O)N32)ccc1OC(C)=O (stereo unspecified)	?	-6%	3%	-3%	-24%	-10%	-10%[46.1 µM]	0.0%

The final four entries of the part before open the next one.
Molecule	ALDH1A1 block	GAA inh	GLA spleen mod	aGlu spleen mod	GAA glycogen	Tau fluor counter	NPSR antagonist	Epigenetic derep
Cc1c(Br)c([N+](=O)[O-])nn1CC(=O)N(C)Cc1ccccc1	3%	6%	-1%	-2%	18%	-22%	4%	-4.2%
CC1(C)CC(N(Cc2ccc(F)cc2)C(=O)c2ccc(F)cc2)CCO1 (stereo unspecified)	·	·	4%	3%	3%	-9%	-4%	1.0%
CC(=O)c1cccc(NC(=O)C(C)OC(=O)CNC(=O)c2ccc(C)s2)c1 (stereo unspecified)	?	9%	-8%	-20%	2%	7%	6%	-0.5%
CCOc1cc(C2C(C(=O)OC(C)C)=C(C)N=C3SCCC(=O)N32)ccc1OC(C)=O (stereo unspecified)	?	-6%	3%	-3%	-24%	-10%	-10%[46.1 µM]	0.0%
CN(C(=O)c1ccncc1)C1CCS(=O)(=O)C1 (stereo unspecified)	11%	-2%	-3%	-17%	9%	-4%	1%[46.1 µM]	0.5%
Cc1c(C)c2c(c(C)c1O)CCC(C)(COc1ccc(CC3SC(=O)NC3=O)cc1)O2 (stereo unspecified)	7%&4%	·	23%&-6%&9%	13%&-13%&4%	·	?	·	0.8%&-1.5%
COc1ccc(/C=C/C(=O)NCCCc2ccccc2)cc1	?	2%	-17%	1%	-3%	-11%	-6%	1.0%
CCC(O)CNC(=O)CCc1nnc(C2(c3ccc(Cl)cc3)CCC2)o1 (stereo unspecified)	3%	-2%	0%	-2%	-6%	0%	-2%	1.1%
Cc1cc(Br)c2c(c1)C(O)(N1CCCCC1C)C(=O)N2 (stereo unspecified)	?	-5%	7%	9%	-2%	9%	0%	-0.9%
Cn1ncc2c(N3CCC(Cc4ccccc4)CC3)ncnc21	-8%	13%	-7%	-2%	10%	1%	-6%	1.1%[10.1 µM]
N=c1sccn1CC(=O)NC(c1ccccc1)c1ccccc1	7%	2%	10%	-1%	1%	-3%	5%	-5.3%
CCOC(=O)c1cc(OC(=O)c2ccccc2)n(-c2ccccc2)n1	14%	?	-1%	4%	0%	-17%	-2%[46.1 µM]	-0.2%
Cc1ccsc1/C=C1\SC(=S)N(CC2CCCO2)C1=O (stereo unspecified)	1µM*	2%	-5%	-2%	-12%	?	-17%	-3.5%
CCCC12CN3CC(C)(CN(C1)C3c1ccc(OC(C)C)cc1)C2=O (stereo unspecified)	3%	-4%	-5%	0%	2%	-9%	-16%[46.1 µM]	-0.9%
CC(=O)c1c(C)[nH]c2ccccc2c1=O	4%	0%	3%	-9%	2%	-2%	-5%[46.1 µM]	-0.4%
COc1ccccc1NC(=S)N(Cc1ccco1)Cc1cc2cc(C)ccc2[nH]c1=O	1%	?	-5%	-4%	11%	-19%	-29%	-0.9%
COc1ccc(-c2[nH]ncc2CN2CCCOc3c(cccc3OC)C2)c(OC)c1	11%	-5%	1%	3%	-13%	5%	-5%	-0.7%
COc1ccc(Br)cc1C(=O)Nc1ccc(NC(=O)c2ccco2)cc1	6%	-1%	13%	3%	4%	-26%	-20%[46.1 µM]	2.7%
CCOc1ccc(NC(=S)Nc2ccc(OC)cc2)cc1	2%	?	0%	-6%	?	-20%	6%	-4.7%
CCOC(=O)c1cnn(-c2cc(C)nc3c(-c4ccccc4)c(C)nn23)c1N	9%	1%	-11%	-2%	3%	-2%	?	-1.1%
CC(=O)NC1CCN(CC(=O)Nc2cccc([N+](=O)[O-])c2)CC1	0%	-1%	-6%	1%	-3%	-5%	3%	1.1%
COc1ccc(CCN2C(=O)c3cccc4c(C(=O)N5CCCCC5)ccc(c34)C2=O)cc1OC	10µM*	1%	21%	-3%	16%	-18%	-19%	0.0%
Cc1ccnc(NS(=O)(=O)c2ccc(NS(=O)(=O)c3cccs3)cc2)n1	-6%	-4%	7%	4%	0%	-1%	-6%[46.1 µM]	-2.0%
O=C(CC(Nc1cccc(Cl)c1Cl)C(=O)O)c1ccccc1 (stereo unspecified)	0.35µM*	-7%	-2%	1%	12%	6%	-12%	-1.3%
CCn1c(SCC(=O)NCCc2ccccc2)nnc1-c1cccs1	-5%	-12%	-8%	-11%	8%	-1%	7%[46.1 µM]	1.2%
COc1cccc(NC(=O)N2CCN(C(=O)C(Cc3ccc(OC)c(OC)c3)NC(C)=O)CC2)c1 (stereo unspecified)	?	4%	1%	-2%	1%	5%	16%[46.1 µM]	4.7%
COc1ccc(C(=O)NC(=S)Nc2ccc(Cl)cn2)cc1OC	10%	4%	6%	-7%	-1%	-11%	-23%	0.0%
Cc1cc(SCC#N)n2nc(C)c(-c3ccc(Cl)cc3)c2n1	6%	-2%	-5%	-5%	4%	-26%	-15%[46.1 µM]	1.4%
Cn1c(=NCC(O)COc2ccccc2)sc2ccccc21 (stereo unspecified)	3%	4%	?	-21%	5%	-12%	9%[7.67 µM]	3.7%
CC1COC(Cn2c3ccccc3c3ccccc32)O1 (stereo unspecified)	·	·	0%	-5%	-2%	-22%	-20%	1.0%
COc1ccc(CCC(N)=O)cc1OC	4%	-4%	-2%	1%	-6%	-11%	4%[46.1 µM]	0.0%
Cc1cc(C(=O)COC(=O)c2ccc(O)cc2)c(C)n1CC1COc2ccccc2O1 (stereo unspecified)	?	5%	4%	-6%	9%	?	-35%	-0.3%
NC(=O)C(=O)N/N=C/c1cccc(C(F)(F)F)c1	9%	-1%	-4%	-4%	-16%	4%	1%	-0.3%
CSc1ccc(S(=O)(=O)NCCOc2ccccc2C)cc1	13µM*	?	2%	-6%	-12%	-11%	-21%[46.1 µM]	-2.1%
CC(=O)C1=C(C)N(Cc2ccccc2)C(=O)N[C@H]1CCc1ccccc1	2%&-5%	2%[15.4 µM]	-6%&4%	-2%&4%	0%	-6%&-14%	-24%	-0.3%&1.1%
CN1COc2ccc3ccccc3c2C1	-5%	11%	7%	7%	-1%	?	6%	-1.1%
CC(C)OCCCN1CN(S(=O)(=O)c2ccccc2)c2nc3ccccc3nc21	?	8%	5%	-3%	-9%	-14%	-25%[46.1 µM]	-0.7%
COc1ccc(-c2cc(=O)c3cc(OC)ccc3[nH]2)cc1	?	5%	-1%	-3%	6%	-18%	8%	-3.1%
Cn1cc(CC(=O)NCCCN2CCCC2=O)c2ccccc21	-3%	-13%[15.4 µM]	-2%	-1%	11%	1%	4%[46.1 µM]	0.0%
Cc1ccc(NC(=O)Nc2ncnc3nc[nH]c23)cc1	·	·	11%	6%	-4%	1%	6%	-1.9%

Laid out differently: 6 of the compounds above.
Below each SMILES: ALDH1A1 block, GAA inh, GLA spleen mod, aGlu spleen mod, GAA glycogen, Tau fluor counter, NPSR antagonist, Epigenetic derep
COc1ccc(CCC(N)=O)cc1OC
 : 4%, -4%, -2%, 1%, -6%, -11%, 4%[46.1 µM], 0.0%
Cc1cc(C(=O)COC(=O)c2ccc(O)cc2)c(C)n1CC1COc2ccccc2O1 (stereo unspecified)
 : ?, 5%, 4%, -6%, 9%, ?, -35%, -0.3%
NC(=O)C(=O)N/N=C/c1cccc(C(F)(F)F)c1
 : 9%, -1%, -4%, -4%, -16%, 4%, 1%, -0.3%
CSc1ccc(S(=O)(=O)NCCOc2ccccc2C)cc1
 : 13µM*, ?, 2%, -6%, -12%, -11%, -21%[46.1 µM], -2.1%
CC(=O)C1=C(C)N(Cc2ccccc2)C(=O)N[C@H]1CCc1ccccc1
 : 2%&-5%, 2%[15.4 µM], -6%&4%, -2%&4%, 0%, -6%&-14%, -24%, -0.3%&1.1%
CN1COc2ccc3ccccc3c2C1
 : -5%, 11%, 7%, 7%, -1%, ?, 6%, -1.1%

An excerpt; count on the stated rates, not on these rows.
